Screening results from PubChem BioAssay.
FBW7 act = FBW7 E3 ligase activators, primary screen, biochemical, AlphaScreen, human. actives 0.13% (n = 650,000). AlphaScreen FBW7–phospho-cyclin E peptide binding, activator screen. F-box/WD repeat-containing protein 7 (Homo sapiens), Q969H0. normalized activity (activation), % at 26.1 µM; in the data active = normalized activity above about 1.9%;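 also: purified mutant Fbw7 with reduced substrate affinity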
TEAD-YAP inh = TEAD-YAP interaction inhibition, primary screen, TEAD-YAP interaction inhibitor project, luminescence, HEK-TIYL cells | TEAD-Gal4/YAP UAS-luciferase luminescence | inhibition, % at 9.12 µM | actives 1.4% (n = 640,000); in the data active = inhibition above about 32%;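 also: 0% = median of test compound wells and 100% = reference inhibitor wells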
GPR151 ag = activators of human GPR151, primary screen, cell-based, PathHunter beta-arrestin, luminescence | PathHunter beta-arrestin GPR151 cells | activation, % at 11.2 µM | G-protein coupled receptor 151 (Homo sapiens), Q8TDV0 | actives 1% (n = 650,000); in the data active = activation above about 4.9%;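 also: 0% = median of compound wells and 100% = cells with positive control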
Target sequence (Q8TDV0 whole entry, looked up): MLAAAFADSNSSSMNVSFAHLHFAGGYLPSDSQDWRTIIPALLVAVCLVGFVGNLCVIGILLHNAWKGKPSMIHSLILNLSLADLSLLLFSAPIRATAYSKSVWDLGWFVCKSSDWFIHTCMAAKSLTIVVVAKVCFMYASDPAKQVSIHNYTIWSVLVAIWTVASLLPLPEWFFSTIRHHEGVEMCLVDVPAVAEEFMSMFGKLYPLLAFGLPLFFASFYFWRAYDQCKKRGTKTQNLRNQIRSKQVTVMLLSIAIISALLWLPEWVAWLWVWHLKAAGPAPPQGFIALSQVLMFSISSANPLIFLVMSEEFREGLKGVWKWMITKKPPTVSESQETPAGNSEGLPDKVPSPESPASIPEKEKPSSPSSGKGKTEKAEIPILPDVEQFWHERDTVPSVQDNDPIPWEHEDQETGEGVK
MITF inh = MITF inhibitors, primary screen, biochemical, AlphaScreen, human. inhibition, % at 2.6 µM. AlphaScreen MITF homodimerization, bead proximity signal. Microphthalmia-associated transcription factor (Homo sapiens), O75030. actives 0.91% (n = 650,000). AID 1259374, 2018; in the data active = inhibition above about 50%;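 also: 0% = vehicle wells with protein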
Target sequence (O75030 whole entry, looked up): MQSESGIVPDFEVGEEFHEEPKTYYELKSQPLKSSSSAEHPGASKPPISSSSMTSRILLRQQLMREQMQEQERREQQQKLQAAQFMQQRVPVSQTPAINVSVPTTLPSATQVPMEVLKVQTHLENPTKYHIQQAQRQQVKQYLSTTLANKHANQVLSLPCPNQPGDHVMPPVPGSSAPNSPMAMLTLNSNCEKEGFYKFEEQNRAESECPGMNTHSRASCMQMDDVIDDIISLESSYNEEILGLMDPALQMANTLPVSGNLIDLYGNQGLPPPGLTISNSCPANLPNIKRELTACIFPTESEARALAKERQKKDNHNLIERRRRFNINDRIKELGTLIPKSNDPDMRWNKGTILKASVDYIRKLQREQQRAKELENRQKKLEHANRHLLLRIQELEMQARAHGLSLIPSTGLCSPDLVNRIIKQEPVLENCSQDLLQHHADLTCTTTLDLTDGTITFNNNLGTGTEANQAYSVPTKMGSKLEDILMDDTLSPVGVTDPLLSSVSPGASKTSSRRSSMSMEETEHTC
* = called active by the depositor.

SMILES	FBW7 act	TEAD-YAP inh	GPR151 ag	MITF inh
CN(C)/C=N/c1ncnc2sc3c(c12)CCCC3	0.0	-1	1.9	-4
N#CCCn1nc(-c2cccs2)oc1=S	-0.1	8	1.5	-2
CN1C(=O)/C(=C/c2cccn2C)c2ccccc21	-0.1	-12	-0.5	4
COC(CNc1ncc(-c2ccc(F)cc2)cn1)OC	0.0	-57	-3.2	-2
CC(C)c1ccc(-c2csc(NC(=O)CSCC(=O)N3CCCC3)n2)cc1	-0.1	-25	-0.4	0
CCOc1cc(C(N)=O)ccc1OCc1ccccc1	-0.1	6	0.0	5
COC(=O)c1ccc2c(=O)n(Cc3ccc4c(c3)OCO4)c(=S)[nH]c2c1	-0.2	3	0.7	1
CCN(CC)S(=O)(=O)c1ccc(F)c(C(=O)Nc2ccc(F)c(F)c2)c1	0.1	15	1.1	-3
COc1ccc(C(=O)Nc2ccc3nc(N4CCN(c5ncccn5)CC4)cc(C)c3c2)c(OC)c1	-0.1	16	0.5	-5
COc1ccc(-c2cc(C(F)(F)F)n3nc(C(=O)N4CCCC4)c(Cl)c3n2)cc1OC	-0.1	-4	1.9	-5
Cc1cc(OCC(O)CN2CCOCC2)ccc1Cl (centres undefined)	-0.4	-1	0.1	-5
Cc1nc2c3ccccc3nc(N3CCOCC3)n2n1	-0.1	0	1.1	3
Cc1ccc(CN2CCc3nnc(C(C)NC(=O)c4cc(F)ccc4F)n3CC2)s1 (centres undefined)	-0.2	2	-0.4	8
Cc1[nH]nc2c1C(c1ccc([N+](=O)[O-])s1)C(C#N)=C(N)O2 (centres undefined)	0.0	10	-0.5	30
N[C@H](Cc1ccc(Cl)cc1)c1nc2ncc(-c3cn[nH]c3)cc2[nH]1	-0.4	10	-0.3	33
COC(=O)c1cc(Br)ccc1NC(=O)c1cc2ccccc2oc1=O	-0.2	-1	-0.3	-10
CSc1nc2ccc3nc(NC(=O)CCSc4ccccc4)sc3c2s1	-0.1	-2	1.4	3
c1ccc(-c2cc(N3CCOCC3)n3cnnc3n2)cc1	-0.1	-4	1.0	-3
CCCCNC(=O)c1c[nH]c2ccc(S(=O)(=O)N(C)c3ccc(Cl)cc3)cc2c1=O	-0.1	-5	-0.7	2
Cc1ccc(Nc2nc(C(=O)NCc3ccc4c(c3)OCO4)cs2)cc1	-0.1	5	0.0	1
COc1cc(/C=C(\C#N)C(=O)Nc2ccccc2Cl)cc(OC)c1OC	0.0	-8	0.4	-11
CCOC(=CNc1ccc2nsnc2c1)OCC	-0.1	-2	0.3	-14
COc1ccc2nc(NC(=O)c3sc4nc(C)cc(C)c4c3N)sc2c1	1.2	35*	0.9	4
CC(C)n1c(N2CCOCC2)nc2c(NCc3ccccc3)ncnc21	0.0	2	0.2	-6

Whole records, looked up by structure. Order of screens: FBW7 act, TEAD-YAP inh, GPR151 ag, MITF inh
COc1ccc2nc(NC(=O)c3sc4nc(C)cc(C)c4c3N)sc2c1 is listed with 1.2, 35*, 0.9, 4
COC(=O)c1cc(Br)ccc1NC(=O)c1cc2ccccc2oc1=O is listed with -0.2, -1, -0.3, -10
CC(C)n1c(N2CCOCC2)nc2c(NCc3ccccc3)ncnc21 is listed with 0.0, 2, 0.2, -6

The list goes on.
SMILES	FBW7 act	TEAD-YAP inh	GPR151 ag	MITF inh
Cc1cc(C)c2c(N)c(C(=O)Nc3ccc(O)cc3)sc2n1	0.4	-9	-1.2	-11
CC(C)(C)c1ccccc1OCCCN1CCOCC1	-0.1	3	2.3	26
CCC1CCCCN1C(=O)CSc1nc2nc(C)c(Cc3ccc(Cl)cc3)c(C)n2n1 (centres undefined)	-0.1	6	1.6	5
CCn1c(=N)n(CC(=O)c2ccc(Br)cc2)c2ccccc21	3.4*	-28	-0.7	-6
CCc1cccc(CC)c1NC1=NC2CS(=O)(=O)CC2S1 (centres undefined)	0.1	7	0.6	2
CC1=CC2=NC(=O)/C(=C\c3ccc(OCc4ccccc4)cc3)C(=N)N2O1	0.0	-22	-2.8	4
CC(=O)c1cccc(NC(=O)C(C)NS(=O)(=O)c2cc(Cl)ccc2Cl)c1 (centres undefined)	0.5	7	-0.7	3
NC1=NC(c2ccccc2F)n2c(nc3ccccc32)N1 (centres undefined)	0.0	-6	-0.9	-11
CC(C)(C)c1ccc(NC(=O)N2CCN(c3ccc([N+](=O)[O-])cc3)CC2)cc1	-0.2	1	-1.1	9
O=C(c1nn2c(c1Cl)NC(c1ccccc1)CC2C(F)(F)F)N1CCN(c2ccc(F)cc2)CC1 (centres undefined)	0.0	8	1.9	9
O=C(NC(=S)Nc1ccc(-c2nc3ncccc3o2)cc1)c1ccccc1	0.0	-5	-0.8	-1
CCCc1nnc(NC(=O)C(CC)Sc2nnnn2-c2ccccc2)s1 (centres undefined)	1.3	-2	-0.9	22
O=C(Nc1ccccc1Cl)c1ccc(S(=O)(=O)N2CCCCC2)cc1	0.0	-6	-0.8	1
CC(=O)c1cccc(NC(=O)c2oc(C)nc2C)c1	-0.1	6	-0.1	-1
COc1ccc(CC(=O)Nc2ccc(OCC(=O)O)cc2)cc1	0.0	-6	0.2	12
C#CCOc1ccc(C2NC(=O)NC(C)=C2C(C)=O)cc1OC (centres undefined)	-0.1	12	0.4	5
c1ccc2nc3c(nc2c1)c1ccccc1n3CN1CCCCC1	0.1	-18	-3.7	7
O=C(Cc1ccc(N2CCC(NCCc3ccncc3)CC2)cc1)N1CCCC1	0.9	3	-0.4	27
NC(=O)C1CCN(C(=O)CCNS(=O)(=O)c2cc(Br)cnc2N)CC1	0.2	7	-0.9	16
CC1(C)NC(=O)N(CCOc2ccccc2Cc2ccccc2)C1=O	0.1	-5	-1.9	14
Clc1ccc(N2CCN(Cc3ccc(Br)o3)CC2)cc1	0.0	2	1.4	58*
CC(=O)Nc1ccc(NC(=O)CSc2nnc(Nc3ccc(C(C)C)cc3)s2)cc1	0.0	9	-0.3	-1
CCOc1ccc(S(=O)(=O)Nc2c(CC)cccc2CC)c2cccnc12	0.0	-11	-0.4	-6
Cc1nc2ccccc2n1C(F)(F)C(F)Cl (centres undefined)	-0.2	2	0.1	1
CC(=O)NC(CC(=O)Nc1ccc(C(N)=O)cc1)c1ccccc1 (centres undefined)	0.0	2	0.8	-7
O=C(CN1C(=O)/C(=C/c2ccccc2F)Oc2ccccc21)NC1CCCCC1	0.1	-1	-0.9	7
CCOC(=O)c1c(-c2ccccc2)csc1NC(=O)c1ccc2cc(OC)ccc2c1	0.1	-5	0.3	9
CCSc1nnc2c(n1)OC(c1cc(OC)ccc1Br)Nc1ccccc1-2 (centres undefined)	0.9	-27	1.4	23
Cc1cc(N2CCOCC2)nc(SCC(=O)c2ccc(Cl)cc2)n1	0.0	-8	-1.1	15
COC(=O)c1sc2cc([N+](=O)[O-])cc([N+](=O)[O-])c2c1O	-0.2	6	-1.5	9
CCCS(=O)(=O)N1CCCC(C(=O)NC(C)CC)C1 (centres undefined)	-0.1	-3	-0.7	4
NC(=O)c1ccc(NC(=O)COc2ccc(Cl)cc2Br)cc1	0.1	-32	1.5	4
c1ccc(-c2nnc(-c3ccncc3)n2-c2ccccc2)cc1	0.0	6	0.7	13
O=C(c1cccnc1)N1N=C(C(F)F)CC1(O)C(F)F (centres undefined)	0.2	4	0.5	5
O=C(O)c1ccc(CNS(=O)(=O)c2ccc(F)c(C(=O)Nc3ccccc3Cl)c2)cc1	-0.2	-7	-0.9	-2
CCOC(=O)c1c(NC(=O)c2ccc([N+](=O)[O-])cc2Cl)sc(C(=O)N(C)C)c1C	-0.6	-4	0.6	15
NC(=NCCc1ccccc1)NS(=O)(=O)c1ccc(F)cc1	0.0	-7	-0.5	-4
COc1ccc(C(=O)CC(=O)C(=O)Nc2ccc(Br)cc2F)cc1	0.5	1	0.0	32
COc1ccc(C2=NN3COc4ccc(Cl)cc4C3C2)cc1 (centres undefined)	-0.2	5	2.0	9
COC(=O)c1ccc(NC(=O)C2c3ccccc3Oc3ccccc32)cc1	0.0	-13	-0.3	8
Cc1ccc(Nc2ncnc3c2cnn3Cc2ccccc2)c(C)c1	0.2	5	1.5	-1
CC(C)C(Br)C(=O)Nc1ccc(Cl)cc1 (centres undefined)	0.0	-3	-0.3	0
c1ccc2c(c1)nc(Nc1ccc3c(c1)OCCO3)c1nncn12	0.8	10	0.0	5
O=C(O)CCNC(=O)CSc1cnc2ccccc2n1	-0.1	2	-1.3	14
O=S(=O)(Nn1cnnc1)c1ccc(F)cc1	0.7	-2	1.0	-4
COc1ccc(CCNC(=O)CCCn2c(SCC(=O)Nc3cc(C)[nH]n3)nc3ccccc3c2=O)cc1OC	0.1	5	-0.9	2
CC(C)[C@H]1NC(=O)[C@H]2CN(C(=O)c3ccc(OC(F)(F)F)cc3)CCN2C1=O	-0.3	3	0.2	-11
COc1cccc(CNC2CCCN(c3nc(C)c4ccc(C)cc4n3)CC2)c1 (centres undefined)	0.2	-6	0.3	-6

In another format: results already given
Second line of a record: FBW7 act | TEAD-YAP inh | GPR151 ag | MITF inh
- NC(=NCCc1ccccc1)NS(=O)(=O)c1ccc(F)cc1
 : 0.0 | -7 | -0.5 | -4
- CN(C)/C=N/c1ncnc2sc3c(c12)CCCC3
 : 0.0 | -1 | 1.9 | -4
- CCSc1nnc2c(n1)OC(c1cc(OC)ccc1Br)Nc1ccccc1-2 (centres undefined)
 : 0.9 | -27 | 1.4 | 23
- CC(=O)NC(CC(=O)Nc1ccc(C(N)=O)cc1)c1ccccc1 (centres undefined)
 : 0.0 | 2 | 0.8 | -7
- CC(=O)c1cccc(NC(=O)C(C)NS(=O)(=O)c2cc(Cl)ccc2Cl)c1 (centres undefined)
 : 0.5 | 7 | -0.7 | 3

(list continues)
SMILES	FBW7 act	TEAD-YAP inh	GPR151 ag	MITF inh
COc1ccc(-c2nnc(SCc3cc(C(C)=O)ccc3OC)o2)cc1	0.2	3	-1.0	-1
COc1ccc(S(=O)(=O)Nc2ccc(OC(=O)c3ccccc3)cc2)cc1	0.5	11	-0.7	-2
CCC1CCCCN1CCCNC(=O)CCC(=O)N1CC(C)Oc2ccccc21 (centres undefined)	0.5	0	0.4	-4
CCCCNC(=O)/C(C#N)=C/c1ccccc1C(F)(F)F	0.0	-3	-0.9	17
COc1ccc(C(=O)c2sc3nc4c(c(-c5ccco5)c3c2N)CCCC4)cc1	0.0	10	-1.6	15
O=C(Nc1ccc2c(c1)S(=O)(=O)c1cc(NC(=O)c3cccs3)ccc1-2)c1cccs1	0.2	8	-1.1	20
COc1ccc(-c2nnc(SCC(=O)Nc3cc(Cl)ccc3C)o2)cc1	-0.1	6	-1.2	1
Cc1nc2c(-c3ccc(F)cc3)c(C)nn2c(C)c1CC(=O)N1CCCC1	-0.1	-9	0.7	10
CCOc1ccc(N=C2NC(=O)C(CC(=O)c3ccccc3)S2)cc1 (centres undefined)	0.0	-4	0.3	-14
CCOC(=O)c1c(NC(=O)/C=C/C(=O)O)sc(C(N)=O)c1C	0.8	-1	-0.7	-6
NS(=O)(=O)c1ccc2[nH]c(=O)[nH]c2c1	0.0	2	2.0	0
CCOC(=O)Nc1ccc(S(=O)(=O)Nc2nc(C)cc(C)n2)cc1	-0.1	-13	-1.0	1
CC1(C)c2ssc(=S)c2-c2ccccc2N1C(=O)c1cccs1	0.4	-80	0.6	1
CN(C(=O)C1CCCO1)c1nnc(-c2cnccn2)s1 (centres undefined)	0.0	-5	-0.3	-11
CN(C)Cc1c(O)ccc2c(=O)c(-c3ccc(Cl)cc3)coc12	0.0	-6	0.0	13
COc1cc2c(cc1OC)C(COc1ccc([N+](=O)[O-])cc1)N(C(=O)COc1ccc(Cl)cc1)CC2 (centres undefined)	0.3	2	0.9	25
CCCC(=O)OCC(=O)c1ccc(OCC)cc1	1.2	2	-0.7	8
CCc1[nH]nc2c1C(C(C)C)C(C#N)=C(N)O2 (centres undefined)	0.2	9	-0.9	-5
CC(=N)CC(=O)c1ccc([N+](=O)[O-])cc1	0.0	13	-0.3	-5
c1cc2c3c(cccc3c1)NC1(CCCCC1)N2	-1.0	-3	0.9	-8
COc1cccc2cc(C(N)=O)c(=Nc3ccc(Cl)cc3Cl)oc12	0.2	0	-0.2	0
Cc1ccc(NS(=O)(=O)c2ccc(N)cc2)cc1	-0.1	-8	1.2	-10
O=C(NCc1cccc(C(F)(F)F)c1)c1ccc(-c2ccc(N3CCOCC3)nc2)s1	0.4	-15	1.2	18
COCCCNc1nc2nonc2nc1N1CCC(N2CCSCC2)CC1	-0.1	-5	2.7	3
COc1cccc(OC)c1OCCN1CCCCC1	0.1	5	0.9	7
O=C(NCCc1ccc(Cl)cc1)c1cc(S(=O)(=O)N2CCCCC2)c[nH]1	0.0	-3	-1.3	-3
O=C(COC(=O)CN1C(=O)NC2(CCCC2)C1=O)Nc1ccc(Cl)c(C(F)(F)F)c1	0.2	-6	-1.5	6
CCOC(CNC(=O)CCN(Cc1c(Cl)cccc1Cl)S(=O)(=O)c1ccc(C)cc1)OCC	0.0	-2	-0.1	-1
COC(=O)CCc1c(C)nn(-c2ccccc2)c1C	0.0	-39	-1.8	0
CCCc1nc(SCC(=O)N(CC)CC)[nH]c(=O)c1CC	-0.2	-1	0.8	2
N#Cc1nc2c(-c3nc4ccccc4n3Cc3ccccc3)c(N)n(CC3CCCO3)c2nc1C#N (centres undefined)	-0.1	-4	-0.1	-4
